Screening results as filed in PubChem.
SENP8 block-1 – human SENP8 protease inhibitors, primary screen, biochemical, fluorescence, Nedd8 protein substrate, uHTS; 0.64% of 360,000 active; recombinant SENP8; inhibition, % at 20 µM; Sentrin-specific protease 8 (Homo sapiens), Q96LD8; AID 602440, 2012; in the data active = inhibition mostly above about 40%, no sharp cut-off; inactive = mostly below about 27%
UBC13 polyUb – UBC13 polyubiquitin chain formation inhibitors, primary screen, biochemical, TR-FRET, uHTS; inhibition, % at 20 µM; 0.47% of 330,000 active; in the data active = inhibition above about 45%, passing the limit was not always enough
SENP6 block – SENP6 protease inhibitors, primary screen, biochemical, luminescence, uHTS; Sentrin-specific protease 6 (Homo sapiens), Q9GZR1; Recombinant SENP6 catalytic domain, aminoluciferin luminescence; inhibition, % at 10 µM; 1.8% of 330,000 active; AID 2599, 2010;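 active = inhibition above about 50% at the single tested dose, limit read from the data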;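 note: plate controls were DMSO wells with enzyme for no effect and DMSO wells lacking enzyme for full effect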
Apaf-1 inh – inhibitors of human Apaf-1 apoptosome, primary screen, biochemical, DEVD-Rh110 fluorescence, uHTS. Apoptotic protease-activating factor 1 (Homo sapiens), O14727. reconstituted apoptosome caspase-3 activity. inhibition, % at 20 µM. 0.71% of 330,000 active. AID 489030, 2010; active = inhibition of at least 40% at 20 µM;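 note: plate controls were DMSO wells for no effect and DEVD-CHO caspase inhibitor wells for full effect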
Target sequence (O14727 whole entry, looked up): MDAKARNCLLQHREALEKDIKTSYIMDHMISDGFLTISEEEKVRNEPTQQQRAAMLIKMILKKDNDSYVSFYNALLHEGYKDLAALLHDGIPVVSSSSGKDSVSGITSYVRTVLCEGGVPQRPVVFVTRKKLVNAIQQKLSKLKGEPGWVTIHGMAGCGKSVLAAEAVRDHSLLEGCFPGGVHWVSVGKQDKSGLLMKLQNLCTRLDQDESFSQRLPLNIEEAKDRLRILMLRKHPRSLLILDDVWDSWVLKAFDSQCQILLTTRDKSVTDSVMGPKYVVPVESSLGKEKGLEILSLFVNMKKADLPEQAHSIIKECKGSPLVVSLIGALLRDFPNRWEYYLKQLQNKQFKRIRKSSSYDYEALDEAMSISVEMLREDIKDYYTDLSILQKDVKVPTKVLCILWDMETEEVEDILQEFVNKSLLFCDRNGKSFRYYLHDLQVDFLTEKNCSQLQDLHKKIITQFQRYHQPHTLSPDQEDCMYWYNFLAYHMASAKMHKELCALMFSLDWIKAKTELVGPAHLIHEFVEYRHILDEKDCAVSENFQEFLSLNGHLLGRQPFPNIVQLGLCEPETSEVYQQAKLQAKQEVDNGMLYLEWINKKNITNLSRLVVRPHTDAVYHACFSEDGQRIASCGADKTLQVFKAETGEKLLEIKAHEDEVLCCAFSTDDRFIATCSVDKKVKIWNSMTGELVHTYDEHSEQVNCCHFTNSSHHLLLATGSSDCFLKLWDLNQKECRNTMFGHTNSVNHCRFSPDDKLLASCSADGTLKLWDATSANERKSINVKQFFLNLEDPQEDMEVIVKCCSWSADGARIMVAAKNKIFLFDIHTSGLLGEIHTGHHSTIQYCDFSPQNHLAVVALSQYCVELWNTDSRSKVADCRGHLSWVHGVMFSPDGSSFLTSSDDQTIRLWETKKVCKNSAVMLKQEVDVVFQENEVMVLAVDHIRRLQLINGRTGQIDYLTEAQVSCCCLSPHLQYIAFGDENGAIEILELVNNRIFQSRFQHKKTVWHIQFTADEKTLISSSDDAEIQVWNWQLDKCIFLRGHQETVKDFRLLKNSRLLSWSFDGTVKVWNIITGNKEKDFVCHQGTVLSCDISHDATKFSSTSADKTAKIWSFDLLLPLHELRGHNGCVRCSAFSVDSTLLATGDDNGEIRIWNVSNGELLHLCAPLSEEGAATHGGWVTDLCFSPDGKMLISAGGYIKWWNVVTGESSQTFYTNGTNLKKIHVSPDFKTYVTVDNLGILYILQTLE
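System: Apoptosome proteins | Medium: Hepes pH 7.5 with detergent and BSA | Also added: Cytochrome c trigger plus (Z-DEVD)2-Rh110 caspase-3 substrate | Incubation: 30 min compound preincubation, 50 min activation, room temperature | Detection: Rhodamine 110 fluorescence at Ex 480/Em 540 nm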
SENP1 inh – human SENP1 catalytic domain inhibitors, primary screen, biochemical, FRET, uHTS | recombinant SENP1 catalytic domain, CyPet-SUMO1-YPet FRET cleavage | inhibition, % at 10 µM | 0.21% of 360,000 active | AID 624204, 2012;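 active = inhibition at least 30% at 10 µM, raw YFP signal under a set limit, fluorescence ratio 0.5 to 1.5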;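 note: 0% = enzyme with DMSO and 100% = no enzyme wells; some results filed as inactive read as strong as hits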
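material = recombinant human SENP1 catalytic domain, His6-tagged | quantity = 20 pM enzyme | reagent = 25 nM SUMO1 FRET substrate | compound dosing = 10 µM single point, 0.5% DMSO | timing = 50 min enzyme reaction, room temperature, light-protected | detection = FRET, CFP and YFP emission | control set = no-enzyme low, enzyme-DMSO high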
SENP7 block – SENP7 protease inhibitors, primary screen, biochemical, luminescence, uHTS; Sentrin-specific protease 7 (Homo sapiens), Q9BQF6; recombinant SENP7, Z-RLRGG-aminoluciferin luminescence, 40 min; inhibition, % at 5 µM; 1.5% of 330,000 active; AID 434973, 2010;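 active = inhibition above about 50% at the single test dose, limit read from the data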;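 note: plate controls were DMSO with enzyme for no effect and no enzyme buffer wells for full effect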
SENP8 block-2 – SENP8 protease inhibitors, primary screen, biochemical, luminescence | Sentrin-specific protease 8 (Homo sapiens), Q96LD8 | purified SENP8, Z-RLRGG-aminoluciferin cleavage | inhibition, % at 10 µM | 1.2% of 330,000 active | AID 2540, 2010; in the data active = inhibition above about 50%
A3G deaminase – APOBEC3G DNA deaminase inhibitors, primary screen, biochemical, fluorescence, single-stranded DNA substrate, uHTS; inhibition, % at 20 µM; 0.28% of 330,000 active; AID 493012, 2011; recombinant A3G, ssDNA deamination FAM/TAMRA fluorescence;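 active = inhibition of at least 40% at 20 µM, with no more than 30% in the related APOBEC3A deaminase screen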;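 note: plate controls were DMSO wells with A3G for no effect and wells lacking A3G enzyme for full effect; some compounds called inactive have numbers as strong as hits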
An asterisk follows results filed as active; i = inactive; nt = no result given. Rows are unselected; about 3.6% have a hit in one of these screens.

| Structure | Apaf-1 inh | A3G deaminase | SENP8 block-2 | UBC13 polyUb | SENP7 block | SENP8 block-1 | SENP6 block | SENP1 inh |
| --- | --- | --- | --- | --- | --- | --- | --- | --- |
| O=C(NCC1CCCN(C(=O)c2cscn2)C1)c1ccccc1Cl (stereo not drawn) | -5 | -9 | -8 | 2 | 0 | -5 | -23 | 1 |
| Cc1ccc(-c2nn(-c3ccccc3)cc2C(=O)Nc2ccc(C(=O)O)cc2)cc1 | 7 | -3 | -1 | -7 | -2 | 7 | 8 | 4 |
| COC(=O)c1cccc(NC(=O)c2cccs2)c1C | 3 | -4 | -5 | -3 | 6 | 22 | -1 | 0 |
| Fc1ccccc1CNC(=S)Nc1ccc(Cl)cc1 | 15 | -6 | -9 | -9 | 0 | 9 | -12 | 1 |
| Cc1cccn2c(CNCC3OCCc4ccccc43)c(C(=O)N3CCCCC3)nc12 (stereo not drawn) | -1 | -5 | -3 | -4 | -1 | -10 | -11 | -19 |
| CC(=O)c1cc(NC(=O)c2ccccc2)c(=O)oc1C | -1 | -7 | -14 | -1 | 6 | -3 | 3 | -4 |
| C[C@@H]1CC(=O)[C@H]2CC(CO)=CCC[C@@H]2[C@@]1(C)CC/C(=C/CO)CO | -8 | -8 | 0 | 8 | -6 | 39 | -4 | 0 |
| O=C(NC1CC1)c1ccc(NS(=O)(=O)c2ccccc2)cc1 | 1 | -8 | 4 | -5 | -2 | 0 | 12 | 0 |
| CCOc1ccc(N(CC(=O)Nc2cccc(OC)c2)S(=O)(=O)c2c(C)noc2C)cc1 | 14 | -4 | -4 | 6 | 2 | 6 | 3 | 3 |
| CCOC(=O)CN1C(=O)C(O)(CC(=O)c2cccc(OC)c2)c2ccccc21 (stereo not drawn) | -7 | -4 | 1 | 6 | -3 | 10 | -1 | 3 |
| COc1ccccc1CNC(=S)Nc1cc(C)ccc1C | 4 | 2 | -3 | -6 | 9 | -6 | 5 | 4 |
| CCN(CC)C(=S)Sc1c(-c2ccccc2)c2cc(Cl)ccc2[nH]c1=O | 8 | -4 | 0 | -7 | 2 | -17 | -15 | 3 |
| COc1ccc(-c2csc(N(CCCN3CCOCC3)C(=O)c3ccco3)n2)cc1 | 24 | -1 | -1 | 9 | 8 | 23 | 13 | 1 |
| CC(=O)Oc1cccc(C(=O)Nc2ccc3c(c2)C(=O)N(CC2CCCO2)C3=O)c1 (stereo not drawn) | -3 | 2 | -5 | 7 | -4 | -390 | 2 | 0 |
| CCSCc1nnc(SCC(=O)Nc2cccc(SC)c2)n1C | 1 | -1 | -5 | -4 | 6 | 18 | -9 | 1 |
| COc1cccc(NC(=O)Cn2cnc3sc(C)c(S(=O)(=O)N4CCCCC4)c3c2=O)c1 | 3 | -5 | -11 | -8 | -8 | 0 | -4 | 1 |
| Cc1ccc(S(=O)(=O)N/N=C\c2cc([N+](=O)[O-])ccc2Cl)cc1 | -15 | -3 | -6 | 5 | -5 | 11 | -32 | 5 |
| CCN(CC(=O)Nc1ccc(OC)cc1)CC(=O)Nc1cccc(C#N)c1 | 3 | -1 | 0 | 6 | 7 | 17 | 1 | 1 |
| O=C1CC(c2ccccc2)CC(O)=C1C=NCc1ccc(Cl)c(Cl)c1 (stereo not drawn) | 18 | -3 | -6 | 0 | -7 | 25 | 0 | -3 |
| Cc1ccc(NS(=O)(=O)c2ccc3c(c2)CC(=O)N3)cc1C | 11 | -1 | -3 | 3 | -23 | 7 | -12 | -3 |
| Cc1sc2ncn(CC(=O)N3CCCC(C)C3)c(=O)c2c1S(=O)(=O)N1CCCCC1 (stereo not drawn) | 4 | -7 | 0 | 2 | 0 | 9 | -8 | -1 |
| CCOc1ccccc1OCC(=O)Nc1ccc(N2CCOCC2)cc1N1CCOCC1 | 4 | -13 | 2 | -1 | 0 | 12 | -3 | 2 |
| O=C(CSc1nnc(-c2ccccn2)n1Cc1ccco1)Nc1ccc2c(c1)OCO2 | 6 | 1 | 0 | -2 | -7 | 8 | -2 | 1 |
| O=C1CC[C@@H](CN(Cc2ccccn2)Cc2nc(Cc3ccccc3)no2)N1 | 4 | 2 | 2 | -1 | -1 | -2 | -6 | 1 |
| CC(C)n1c(-c2ccccc2)nc(=S)c2c1CCCC2 | -8 | -5 | -8 | -9 | -4 | nt | -5 | nt |
| O=C(CCC(=O)N1CCOc2ccccc21)NCCCN1CCN(Cc2ccccc2)CC1 | 6 | 0 | 1 | 4 | -5 | 18 | -18 | 3 |
| CC1(C)NC(=O)N(CCOc2cccc(Oc3ccccc3)c2)C1=O | -1 | 0 | -3 | 7 | 3 | 10 | 13 | 1 |
| Cc1cc(=O)[nH]c(SCC(=O)N2CCCCC2)n1 | -3 | -9 | -8 | 3 | 5 | 12 | 1 | 2 |
| CCn1c(COc2ccccc2)nnc1SCC(=O)c1cccc([N+](=O)[O-])c1 | -8 | -7 | -6 | 1 | 3 | 14 | -30 | 4 |
| COc1cc(/C=C/C(=O)O)cc(OC)c1OC | -11 | -2 | 2 | 12 | 13 | -19 | -15 | 0 |

Continued, starting with the last 3 of the part before.
| Structure | Apaf-1 inh | A3G deaminase | SENP8 block-2 | UBC13 polyUb | SENP7 block | SENP8 block-1 | SENP6 block | SENP1 inh |
| --- | --- | --- | --- | --- | --- | --- | --- | --- |
| Cc1cc(=O)[nH]c(SCC(=O)N2CCCCC2)n1 | -3 | -9 | -8 | 3 | 5 | 12 | 1 | 2 |
| CCn1c(COc2ccccc2)nnc1SCC(=O)c1cccc([N+](=O)[O-])c1 | -8 | -7 | -6 | 1 | 3 | 14 | -30 | 4 |
| COc1cc(/C=C/C(=O)O)cc(OC)c1OC | -11 | -2 | 2 | 12 | 13 | -19 | -15 | 0 |
| CCOc1ccc(C2=CC(c3ccccc3)n3ncnc3N2)cc1 (stereo not drawn) | 12 | -2 | -3 | 20 | 5 | i | 5 | -32 |
| COc1ccc(NC(=O)CN(C)C(=O)c2ccc(NS(=O)(=O)c3cccc([N+](=O)[O-])c3)cc2)cc1 | 6 | -10 | -13 | -3 | 8 | 3 | -12 | 2 |
| O=C(NCc1cccnc1)c1cc(Sc2ccccc2Cl)nc2ccccc12 | 15 | -10 | -15 | -6 | -9 | -12 | -24 | 0 |
| CC(C)n1nc(C(=O)Nc2nc3ccccc3[nH]2)c2ccccc2c1=O | -13 | -6 | -7 | 16 | 4 | 8 | 0 | 2 |
| COC(=O)C(C)Sc1ncnc2c1nnn2-c1ccc(F)cc1 (stereo not drawn) | 2 | -4 | -6 | 12 | 4 | 20 | -5 | 1 |
| O=C(Nc1ccccc1)c1ccccc1CCc1ccccc1 | -11 | -7 | 6 | 6 | -8 | 10 | 6 | -2 |
| CCN(CC)C(=O)c1cccc(NC(=O)CC23CC4CC(CC(C4)C2)C3)c1 | 19 | -9 | -1 | 0 | 4 | 15 | 0 | 1 |
| CCOC(=O)C1CCN(C(=O)CCCn2nc(CC)n3c(cc4occc43)c2=O)CC1 | -5 | -7 | 3 | -4 | 3 | 6 | 0 | 0 |
| Cc1cc(C)c(NC(=O)C[N+](C)(C)CC(O)COc2cccc3ccccc23)c(C)c1 (stereo not drawn) | 12 | 2 | -10 | 45* | -5 | -13 | -3 | 2 |
| COc1ccc(CCNC(=O)c2ccccc2OCc2c(C)noc2C)cc1 | -2 | -3 | -3 | 4 | 10 | 4 | 11 | -1 |
| O=C(O)COc1ccc(S(=O)(=O)c2ccc(OCC(=O)O)cc2)cc1 | -3 | -2 | 7 | 8 | -3 | 26 | -4 | 1 |
| CC(NCC(=O)NC(=O)NC1CCCC1)c1ccc(Cl)cc1Cl (stereo not drawn) | 23 | -4 | 4 | -5 | -2 | 10 | 4 | 3 |
| CC(=O)c1ccc(S(=O)(=O)NCC(=O)N2CCN(C/C=C/c3ccccc3)CC2)cc1 | 1 | -6 | 3 | 7 | 4 | 1 | 3 | -2 |
| O=S(=O)(NCc1ccccc1)c1ccccc1NCc1ccc(Cl)cc1 | 37 | -5 | nt | nt | -3 | -40 | nt | 0 |
| COCCNc1nc2c(c(=O)n(Cc3cccc(Br)c3)c(=O)n2C)n1C | -7 | 1 | 1 | 7 | 1 | 9 | -2 | -2 |
| CC1(C)CCC[C@]2(C)[C@H]3CC(=O)O[C@]3(C)CC[C@@H]12 | 2 | -8 | 1 | 4 | -4 | 15 | 2 | 2 |
| Cc1ccccc1-c1nc2ccc(Cl)cc2c(=O)n1O | 4 | -4 | -2 | -1 | 5 | -28 | -3 | 0 |
| Cc1cccc(NC(=O)CCN2CCCCC2)c1 | -1 | -7 | 7 | 7 | 6 | 17 | 8 | 1 |
| COc1ccc(-c2cnc(N)n2C)cc1 | -4 | -1 | 3 | 5 | 6 | -47 | 12 | -2 |
| O=C(Nc1ccc(-c2nc3ccccc3[nH]2)cc1)c1ccccc1NS(=O)(=O)c1ccc(F)cc1 | 15 | -3 | 16 | -6 | 2 | -458 | 37 | -4 |
| COc1cc(C(=O)O)ccc1Cl | -15 | 0 | 2 | -3 | 9 | 12 | -2 | 3 |
| CN(CC#CC(O)(c1ccccc1)c1ccccc1)C(C)(C)C | -3 | -6 | -1 | 1 | 9 | 6 | -4 | 1 |
| COC(=O)Cn1c(O)c(N=NC(=O)CNC(=O)c2ccncc2)c2ccccc21 | -2 | -1 | 2 | -13 | 6 | 16 | 1 | -3 |
| O=c1cc(N2CCCC2)c2ccccc2o1 | -19 | -10 | 6 | 17 | -2 | 15 | -11 | 2 |
| O=C(Nc1ccccc1Sc1ccccc1)c1ccccc1F | 17 | 1 | -5 | 1 | -1 | 17 | 2 | -1 |
| CCOC(=O)c1c(C)[nH]c(C(=O)COC(=O)/C=C/c2ccc3c(c2)OCO3)c1C | -10 | -3 | 3 | -2 | 3 | -126 | -11 | -1 |
| CCCN(CC(=O)Nc1ccccc1C)C(=O)c1ccc(S(=O)(=O)N2CCCCCC2)cc1 | -2 | -9 | 7 | 8 | -5 | 13 | -2 | -6 |
| O=C1CCC(C(=O)N2CCCCO2)CN1Cc1cccc(C(F)(F)F)c1 (stereo not drawn) | 14 | -1 | -3 | 0 | 2 | -5 | 8 | 1 |
| Cc1ccc(Cn2ccc(NC(=O)c3cc(-c4ccccc4)on3)n2)cc1 | -6 | 1 | 6 | 7 | 8 | 2 | -24 | 0 |
| COCCCNC(=O)CCCn1c(=O)c2ccccc2n(Cc2cccc([N+](=O)[O-])c2)c1=O | -16 | -5 | -4 | 0 | 1 | 31 | -3 | 2 |
| O=c1c(O[C@H]2O[C@@H](CO)[C@H](O)[C@@H](O)[C@@H]2O)c(-c2ccc(O)cc2)oc2cc(O)cc(O)c12 | 1 | -11 | -6 | -13 | -4 | 20 | -14 | -3 |
| CC(=O)Nc1ccc2nc(CN3CCN(CC(C)C)C(CCO)C3)ccc2c1 (stereo not drawn) | -7 | 2 | 3 | -5 | 7 | -113 | -2 | -9 |
| Cc1ccccc1NC(=O)COC(=O)CCSc1ccccc1 | 3 | 4 | -2 | 3 | 4 | 9 | -10 | 4 |
| O=C(Nc1ccc(Cl)c(S(=O)(=O)N2CCCCC2)c1)c1cnccn1 | -7 | 0 | 1 | 2 | -1 | 11 | -5 | -2 |
| CCc1nnc(NC(=O)CN2CCC(O)(c3ccccc3OC)CC2)s1 | -6 | -11 | 0 | -5 | 10 | 8 | 4 | 0 |
